High-throughput results deposited in PubChem by The Scripps Research Institute Molecular Screening Center.
MITF inh = MITF inhibitors, primary screen, biochemical, AlphaScreen, human; Microphthalmia-associated transcription factor (Homo sapiens), O75030; AID 1259374, 2018; AlphaScreen MITF homodimerization, bead proximity signal; inhibition, % at 2.6 µM; 0.91% of 650,000 active; in the data active means inhibition above about 50%;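 further: 0% = vehicle wells with protein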
Target sequence (O75030 whole entry, looked up): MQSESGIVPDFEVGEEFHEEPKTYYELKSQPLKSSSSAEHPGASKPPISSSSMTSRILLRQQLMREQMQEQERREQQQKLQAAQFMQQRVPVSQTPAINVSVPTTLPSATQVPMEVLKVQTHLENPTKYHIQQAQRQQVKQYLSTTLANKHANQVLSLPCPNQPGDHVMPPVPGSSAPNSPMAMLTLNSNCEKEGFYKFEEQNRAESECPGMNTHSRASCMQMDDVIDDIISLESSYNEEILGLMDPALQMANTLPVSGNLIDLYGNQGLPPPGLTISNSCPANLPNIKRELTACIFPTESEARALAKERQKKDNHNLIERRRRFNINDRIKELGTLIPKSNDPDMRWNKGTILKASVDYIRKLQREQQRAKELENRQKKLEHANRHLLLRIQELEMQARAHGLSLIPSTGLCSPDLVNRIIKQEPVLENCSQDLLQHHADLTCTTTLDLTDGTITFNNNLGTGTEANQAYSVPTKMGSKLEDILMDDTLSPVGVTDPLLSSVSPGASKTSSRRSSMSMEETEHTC
TEAD-YAP block = TEAD-YAP interaction inhibition, primary screen, TEAD-YAP interaction inhibitor project, luminescence, HEK-TIYL cells | TEAD-Gal4/YAP UAS-luciferase luminescence | inhibition, % at 9.12 µM | 1.4% of 640,000 active; in the data active means inhibition above about 32%;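 further: 0% = median of test compound wells and 100% = reference inhibitor wells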
GPR151 ag = activators of human GPR151, primary screen, cell-based, PathHunter beta-arrestin, luminescence. G-protein coupled receptor 151 (Homo sapiens), Q8TDV0. PathHunter beta-arrestin GPR151 cells. activation, % at 11.2 µM. 1% of 650,000 active; in the data active means activation above about 4.9%;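 further: 0% = median of compound wells and 100% = cells with positive control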
Target sequence (Q8TDV0 whole entry, looked up): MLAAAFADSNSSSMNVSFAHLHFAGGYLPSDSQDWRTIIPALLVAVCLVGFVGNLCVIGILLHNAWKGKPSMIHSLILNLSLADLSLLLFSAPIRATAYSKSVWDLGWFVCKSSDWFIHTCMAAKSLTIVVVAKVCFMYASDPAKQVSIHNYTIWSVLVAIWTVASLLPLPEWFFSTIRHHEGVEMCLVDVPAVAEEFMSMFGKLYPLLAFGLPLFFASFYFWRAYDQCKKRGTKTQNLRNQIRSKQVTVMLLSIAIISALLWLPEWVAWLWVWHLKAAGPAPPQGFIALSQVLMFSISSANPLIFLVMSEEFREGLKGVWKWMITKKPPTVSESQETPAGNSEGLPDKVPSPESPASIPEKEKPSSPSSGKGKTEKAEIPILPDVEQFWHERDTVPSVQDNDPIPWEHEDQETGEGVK
FBW7 activator = FBW7 E3 ligase activators, primary screen, biochemical, AlphaScreen, human. F-box/WD repeat-containing protein 7 (Homo sapiens), Q969H0. AlphaScreen FBW7–phospho-cyclin E peptide binding, activator screen. normalized activity (activation), % at 26.1 µM. 0.13% of 650,000 active. AID 1259310, 2017; in the data active means normalized activity above about 1.9%;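 further: purified mutant Fbw7 with reduced substrate affinity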
Numbers without * were called inactive.

Compound	MITF inh	TEAD-YAP block	GPR151 ag	FBW7 activator
COCCOC(=O)C1=C(C)NC2=C(C(=O)CC(c3ccccc3)C2)C1c1ccc(Cl)cc1 (stereo not given)	-2.2	5.8	-0.4	0.2
CCCc1ccc(-c2ccc(C(=O)Oc3ccc(-c4ccccc4)cc3)cc2)nc1	0.3	-4.1	-0.2	-0.1
O=C(/C=N/O)Nc1cccc([N+](=O)[O-])c1	8.7	0.9	-0.3	0.1
CO/N=C(/C(=O)NC1C(=O)N2C(C(=O)O)=C(COC(N)=O)CSC12)c1ccco1 (stereo not given)	21.3	18.2	0.5	0.2
O=[N+]([O-])c1ccc(Sc2nc3ccccc3s2)nc1	-3.6	-0.5	-1.2	-0.1
O=C(NC1CCCCC1)c1ccccc1NS(=O)(=O)c1cccc([N+](=O)[O-])c1	-4.7	12.5	2.8	-0.1
CCOC(=O)N1CCC(Nc2nc3ccccc3n3cnnc23)CC1	11.2	4.3	-1.7	-0.1
COc1ccc(Cc2nc3ccccc3c(=O)n2N)cc1OC	-2.3	-9.0	-2.3	0.0
Nc1nc(NCCO)cc(Nc2ccccc2)n1	-7.0	5.2	0.9	0.0
CCOCCn1c(N2CCC(C(N)=O)CC2)nc2c1c(=O)[nH]c(=O)n2C	0.8	7.9	1.1	-0.3
CNC(=O)c1ccc(NS(=O)(=O)c2ccc(F)c(C(=O)O)c2)cc1	8.8	13.9	2.3	-0.2
COc1ccccc1C(=O)NNC(=O)c1nn(Cc2ccccc2)c(=O)c2ccccc12	0.5	-3.6	-0.4	-0.1
COc1ccc(C(=O)Nc2ccnn2C2CCN(Cc3cn(C)nc3C)CC2)cc1	9.4	1.9	5.6*	0.0
CCCCNC(=O)CCNC(=O)Cn1cnc2ccccc2c1=O	14.2	5.1	-1.0	0.0
CCCCN1CC(O)=C(c2nc(-c3ccc(Cl)cc3)cs2)C1=N	-10.5	-2.0	-0.5	-0.1
COc1cccc(-c2nc(-c3ccc(C)cc3)no2)c1OC	6.7	-61.7	1.1	-0.1
CC1CCN(C(=O)c2ccc(NC(=O)CSc3ncccn3)cc2)CC1	1.7	0.9	-0.5	0.0
N#CCNC(=O)c1cnn2c(C(F)(F)F)cc(-c3ccccc3)nc12	-2.6	-10.4	0.9	0.0
O=c1c2sc(=S)n(CCc3ccccc3)c2nc(SCc2ccncc2)n1-c1ccc(Br)cc1	-5.1	3.5	-0.6	-0.2
CCN(CC)CC#CC(O)(c1ccccc1)c1cccc(F)c1 (stereo not given)	-1.3	5.5	0.1	0.1
Cc1nc(C)c(NC(=O)Nc2ccc(Cl)cc2)cc1NC(=O)Nc1ccc(Cl)cc1	-4.8	0.9	0.8	-0.1
COc1ccc(CC2(CCC(=O)NCCc3ccc(Cl)cc3)CCC(=O)N2)c(F)c1 (stereo not given)	-4.3	1.7	0.3	0.1
Cn1cccc1/C=C1\C(=O)NC(=S)N(c2ccccc2F)C1=O	17.6	7.8	-0.6	0.2
COC(=O)c1ccc(C2Oc3ccc(OC)cc3C3CC(c4ccc(OC)cc4)=NN32)cc1 (stereo not given)	15.4	-35.5	0.8	-0.1
O=C(N/N=C/c1ccc(Br)s1)c1ccccc1O	11.2	-22.1	-1.9	0.5

(further entries)
Compound	MITF inh	TEAD-YAP block	GPR151 ag	FBW7 activator
O=c1[nH]c(SCc2cc(=O)n3cc(Cl)ccc3n2)nc2ccccc12	-4.0	13.1	-0.5	-0.1
CS(=O)(=O)N(CC(=O)Nc1ccc(C(N)=O)cc1)C1CCCCC1	13.2	3.1	0.5	0.1
CCC(=O)N1CCc2cc(S(=O)(=O)CCC(=O)Nc3ccc(C)cc3)ccc21	3.9	-8.6	0.4	0.0
CC(Sc1nnc(N)s1)C(=O)Nc1cccc2ccccc12 (stereo not given)	-9.6	-9.4	4.7	-0.1
CCc1ccc(OCC(=O)Nc2ccc(S(=O)(=O)N3CCCC3)cc2)cc1	0.9	1.1	1.4	-0.1
CCOC(=O)C1(Cc2ccc(OC)cc2)CCN(C(=O)CCc2cnn(C)c2)CC1	-0.7	-5.1	0.6	0.2
CCOC(=O)c1c(C)c(C(=O)Nc2ccc(C)cc2)c(C)n1CC	3.3	9.4	-0.3	-0.1
CCCN(CCC)S(=O)(=O)c1ccc(NC(=O)CCCOc2ccccc2)cc1	1.4	-0.3	2.9	-0.1
Cc1nnc2c([N+](=O)[O-])c(-c3ccccc3)c3cc(Cl)ccc3n12	6.8	10.9	1.7	-0.5
COCCCNC(=S)NCCNc1nc2ccc(OC)cc2cc1C#N	2.2	-11.8	-1.8	0.4
O=C1OC(c2ccc(Br)cc2)=N/C1=C\c1cc(Br)cs1	8.3	19.8	-0.4	0.3
COc1ccc(/C(C)=N/N2CCN(c3ccccn3)CC2)cc1	-12.5	-31.3	-2.3	0.5
C=C(C)C1CC=C(C)/C(=N/NC(=O)c2cccs2)C1 (stereo not given)	0.4	-49.6	-2.6	-0.1
CCN/N=C(\Cc1nc2ccccc2[nH]1)c1ccccc1	7.1	-27.2	0.0	-0.1
Cc1noc(C)c1COC(=O)c1csc2c1CCCC2	-15.8	0.6	-1.4	0.1
O=P(CCNCCO)(c1ccccc1)c1ccccc1	-13.6	-7.5	-1.2	-0.2
COc1ccc(NC(=O)C(c2cc3c(cc2[N+](=O)[O-])OCO3)N2CCCCC2)cc1 (stereo not given)	3.4	-16.1	0.2	-0.2
CCCOC(=O)c1ccc(NC(=O)COc2ccc(Cl)c(C)c2)cc1	-5.8	7.7	-0.5	0.1
CCOC(=O)c1c(C)[nH]c(C(=O)OCc2ccccc2)c1C	-3.7	-91.4	0.1	0.1
Cc1c(Cl)cccc1NC(=O)C(=O)NCC(O)c1ccccc1 (stereo not given)	-1.6	-6.0	7.3*	-0.1
COc1ccc2c(OC)c3ccoc3nc2c1OC	-1.9	-8.3	0.0	-0.1
COc1ccc(N(C(C)C(=O)Nc2ccc(OC)c(Cl)c2)S(C)(=O)=O)cc1 (stereo not given)	-2.4	4.1	1.5	-0.1
Cn1c(=O)c2[nH]c(SCC(=O)c3ccc(F)cc3)nc2n(C)c1=O	2.9	13.8	-0.5	-0.1
O=c1oc2ccccc2c(O)c1Sc1ccc([N+](=O)[O-])cc1[N+](=O)[O-]	-6.1	-1.4	-1.1	0.1
Cc1nc(Nc2ccc(F)cc2)c2c3c(sc2n1)CCCC3	-0.9	-17.0	-0.3	0.0

Copied from the entries so far for reference:
Compound	MITF inh	TEAD-YAP block	GPR151 ag	FBW7 activator
CCc1ccc(OCC(=O)Nc2ccc(S(=O)(=O)N3CCCC3)cc2)cc1	0.9	1.1	1.4	-0.1
CCOC(=O)C1(Cc2ccc(OC)cc2)CCN(C(=O)CCc2cnn(C)c2)CC1	-0.7	-5.1	0.6	0.2

Additional compounds:
Below each SMILES: MITF inh | TEAD-YAP block | GPR151 ag | FBW7 activator
Cc1cc(C)cc(OCC(=O)Nc2ccc3oc(-c4cccnc4)nc3c2)c1
→ 4.5 | -11.1 | 2.0 | 0.1
Cc1csc(C(C#N)C(=O)CCl)n1 (stereo not given)
→ 1.7 | 0.2 | -1.1 | -0.1
O=C(Nc1ccc2oc(-c3cc(Cl)ccc3Cl)nc2c1)c1cc(Cl)ccc1Cl
→ 4.8 | -2.2 | 1.4 | 0.0
C[C@@H](c1ccccc1)n1c(=O)[nH]c2ncc(-c3ccc(C(N)=O)cc3)nc21
→ -9.3 | -22.7 | 0.6 | -0.5
O=C(c1cc2c(s1)CCC2)N1CCC(c2ccnc3nc(C(F)(F)F)nn23)CC1
→ -5.6 | -4.7 | 0.6 | 0.1
COC(=O)C(CCCCCCCCC(C(=O)OC)C(=O)OC)C(=O)OC
→ -10.0 | -18.7 | 3.0 | 0.3
CCCn1c(=O)c2ccccc2n2c(SCC(=O)N3CCCCC3)nnc12
→ 0.9 | 3.8 | 2.4 | -0.1
COc1cc(/C=C2\SC(=Nc3ccccc3)N(c3ccccc3)C2=O)ccc1OCc1ccc(C)cc1
→ 14.3 | 0.9 | -1.7 | 0.1
COc1ccc(/C=N/NC(=O)CSCc2ccc([N+](=O)[O-])cc2)cc1OC
→ 1.1 | 4.2 | 1.0 | 0.2
CCCCCNC(=O)COc1cccc2c1OC(C)(C)C2
→ 7.8 | -10.8 | 3.6 | -0.1
COc1ccc(/C=N/NC(=O)CSc2nnc(C)n2-c2ccccc2)cc1
→ 11.1 | 4.2 | 0.9 | -0.1
COc1ccc(C(=O)Nc2noc3ccccc23)c(OC)c1
→ -4.1 | 88.4* | -9.8 | -0.1
CC(C)COc1ccc(NC(=O)C(=O)NC2CCC(C)CC2)cc1 (stereo not given)
→ 20.3 | 6.7 | 0.2 | 0.2
COc1cccc(NC(=O)C(=O)NC(CO)(CO)CO)c1
→ 17.5 | -50.6 | -2.0 | 0.3
Cn1nc(C(=O)OCC(=O)Nc2cccc3nsnc23)c2ccccc2c1=O
→ 10.5 | 2.1 | 1.3 | 0.2
Oc1ccccc1-c1nc(N2CCCCC2)c2ccccc2n1
→ 1.5 | 6.6 | 1.5 | 0.1
CCOc1c(Cl)cc(C=C2C(=O)NC(=S)NC2=O)cc1Cl
→ 4.6 | -8.1 | -1.1 | 0.1
COC(=O)c1c(NC(=O)CSc2ccccc2N)sc(C(C)=O)c1C
→ -18.4 | 3.6 | 0.1 | 0.1
CN(C)S(=O)(=O)c1ccc2nnn(OCC(=O)NC34CC5CC(CC(C5)C3)C4)c2c1
→ 12.4 | -7.8 | -1.3 | 0.3
Cc1ccc(/C=C2/SC(=O)NC2=S)o1
→ 75.9* | -4.9 | 0.6 | 0.0
CCS(=O)(=O)NCCc1csc2nc(-c3ccccc3)nn12
→ -13.5 | 1.1 | 0.4 | -0.2
CCOC(=O)c1c(C)oc2cc(Br)c(OC)cc12
→ -17.0 | 2.9 | -0.4 | -0.1
CCOCCn1c(N2CC(C)CC(C)C2)nc2c1c(=O)[nH]c(=O)n2C (stereo not given)
→ 4.2 | 8.8 | 2.2 | 0.0
C=C(C)Cn1c(SCC)nc2sc3c(c2c1=O)CCC3
→ 18.0 | -6.5 | -0.6 | 0.2
CCOC(=O)CN1C(=O)S/C(=C/c2ccccc2F)C1=O
→ -10.6 | -7.0 | -1.3 | -0.2
COc1cc([N+](=O)[O-])ccc1NC(=O)CN1CCCCC1
→ -0.6 | -9.3 | 0.1 | -0.1
Cn1nc2c(c1NC(=O)/C=C/c1ccccc1)CCC2
→ -5.4 | -15.4 | 0.6 | -0.1
COc1ccc(NC(=O)c2ccc(COc3ccc(C)cc3)cc2)cc1
→ 2.4 | -6.7 | 0.5 | -0.1
Cc1cnc(Nc2ccc3ncccc3c2)nc1NCCN1CCOCC1
→ -4.7 | 9.5 | 0.6 | -0.1
Cc1nnc(SCC(=O)Nc2ncc(Cc3ccc(F)cc3)s2)n1N
→ 17.5 | 4.0 | -0.6 | 0.2

Compound profiles, as listed above. Screens in order: MITF inh	TEAD-YAP block	GPR151 ag	FBW7 activator
Results for CN(C)S(=O)(=O)c1ccc2nnn(OCC(=O)NC34CC5CC(CC(C5)C3)C4)c2c1 → 12.4	-7.8	-1.3	0.3
Results for CCOC(=O)CN1C(=O)S/C(=C/c2ccccc2F)C1=O → -10.6	-7.0	-1.3	-0.2
Results for CCCCCNC(=O)COc1cccc2c1OC(C)(C)C2 → 7.8	-10.8	3.6	-0.1

(continued)
Below each SMILES: MITF inh | TEAD-YAP block | GPR151 ag | FBW7 activator
CC1=C(C(=O)N2CCOCC2)C(c2ccc(Cl)cc2)n2c(nc3ccccc32)N1 (stereo not given)
→ 7.0 | -11.2 | -0.2 | 0.2
O=C(c1ccc([N+](=O)[O-])cc1)N(Cc1ccccc1F)N1C(=O)CCCC1=O
→ 6.6 | 1.2 | 0.6 | 0.0
O=C(COC(=O)CCN1C(=O)c2cccc([N+](=O)[O-])c2C1=O)NCC(F)(F)F
→ 3.0 | -3.8 | 6.0* | 0.7
N#C/C(=C\c1ccccc1)C(=O)OCC(=O)c1cccc(Br)c1
→ -4.8 | 1.1 | -1.1 | -0.1
CCCOc1cccc(C(=O)N(Cc2cccs2)C2CCS(=O)(=O)C2)c1 (stereo not given)
→ 19.7 | 17.6 | 1.7 | 0.0
CCOC(=O)N1CCC(NC(=O)c2cnn3ccccc23)CC1
→ 9.4 | 5.6 | -0.6 | 0.4
O=C(O)/C=C/c1ccc2noc(-c3ccccc3)c2c1
→ 7.8 | 1.7 | -0.9 | 0.0
CCn1cc(C(=O)O)c(=O)c2cnc(N3CCN(C(=S)NC(=O)c4ccccc4Cl)CC3)nc21
→ -0.8 | -1.4 | 0.5 | 0.0
